EBV LMP1 NFkB: Epstein-Barr LMP1 NF-kappaB reporter inhibition; LMP1-induced NF-kappaB luciferase reporter cells, luminescence; inhibition, % at 12.5 µM; 0.69% of 350,000 active; AID 504558; in the data active means inhibition above about 41%;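 further: 0% = neutral control wells and 100% = reference inhibitor control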
TLR9-MyD88 inh: TLR9-MyD88 interaction inhibition. Q9NR96+Q99836. CHO BLA complementation TLR9-MyD88, CCF4 FRET ratio. inhibition, % at 4.98 µM. 0.21% of 340,000 active. AID 504734;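 active means inhibition above the mean over all tested compounds plus 3 SD, cut at about 21% in these data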;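 further: 0% = DMSO only wells and 100% = clavulanate BLA inhibitor control wells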
LRH-1 inv ag: suppresses constitutive activity of human LRH-1. O00482. HEK293T StAR-luciferase reporter, LRH-1 transfected, 24 h. inhibition, % at 3.6 µM. 0.13% of 360,000 active. AID 602396;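 active means inhibition above the mean inhibition of all tested compounds plus 3 SD, cut at about 73% in these data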;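 further: 0% = DMSO wells and 100% = reporter-only cells lacking LRH-1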
TROY NFkB inh: blocks TROY-dependent signaling in reporter cells | 0.98% of 360,000 active | AID 1347056 | inhibition, % at 10 µM | Q293 LMP1-TROYcd NF-kB luciferase reporter, 4 h;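 active means compounds whose plate-normalised and pattern-corrected inhibition of the luciferase reporter signal at the single screening dose is 50% or more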
SRC1 inh: inhibitors of human steroid receptor coactivator 1 (SRC1); inhibition, % at 3.6 µM; Q15788; 0.12% of 360,000 active; HEK293 GAL4-SRC1 luciferase reporter, luminescence;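 active means inhibition above the campaign mean plus 3 SD, with each screening campaign given its own cutoff, cut at about 60% in these data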;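 further: 0% = DMSO treated cells and 100% = gossypol at 36 µM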
SRC2 inh: human SRC2 (NCOA2) inhibition; Q15596; HEK293 GAL4-SRC2 luciferase reporter, luminescence; inhibition, % at 9 µM; 0.17% of 370,000 active;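 active means inhibition above the mean inhibition of all tested compounds plus 3 SD, set per campaign, cut at about 52% in these data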;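 further: 0% = DMSO treated cells and 100% = cells given Gossypol at 36 µM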
NCOA3 inh: inhibitors of human steroid receptor coactivator 3 (SRC3); inhibition, % at 3.6 µM; HEK293 GAL4-SRC3 luciferase reporter, luminescence; 0.17% of 360,000 active;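 active means inhibition above a per-campaign cutoff, the mean of all compounds plus 3 SD, cut at about 60% in these data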;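 further: 0% = DMSO-treated cells and 100% = gossypol-treated cells at 36 µM; higher means less SRC3-driven luciferase light from the GAL4 reporter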
TRAIL sens C8: sensitizes caspase-8 expressing cells to TRAIL. NB7+C8 cells + TRAIL, ATPlite viability luminescence. 1% of 360,000 active. AID 624354. inhibition (viability loss, TRAIL sensitization), % at 10 µM;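 active means compounds causing at least 50% loss of cell viability in the single-dose screen, relative to plate controls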
TWEAK Fn14 block: TWEAK-Fn14 signaling inhibition; TWEAK-stimulated Fn14 reporter cells, luciferase luminescence, 8 h; inhibition, % at 10 µM; 2% of 360,000 active; AID 1159606; in the data active means inhibition above about 50%
NR2F2 inh: inhibitors of human COUP-TFII (NR2F2); P24468; HEK293T NGFI-A luciferase reporter, luminescence; inhibition, % at 8.6 µM; 0.7% of 370,000 active;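 active means inhibition above a per-plate cutoff, mean inhibition of test wells between control levels plus 3 SD, cut at about 38% in these data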;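 further: cells cotransfected with COUP-TFII expression vector driving the NGFI-A reporter; 0% = median of COUP-TF2 test wells and 100% = reporter-only cells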
Target sequence (P24468 whole entry, looked up): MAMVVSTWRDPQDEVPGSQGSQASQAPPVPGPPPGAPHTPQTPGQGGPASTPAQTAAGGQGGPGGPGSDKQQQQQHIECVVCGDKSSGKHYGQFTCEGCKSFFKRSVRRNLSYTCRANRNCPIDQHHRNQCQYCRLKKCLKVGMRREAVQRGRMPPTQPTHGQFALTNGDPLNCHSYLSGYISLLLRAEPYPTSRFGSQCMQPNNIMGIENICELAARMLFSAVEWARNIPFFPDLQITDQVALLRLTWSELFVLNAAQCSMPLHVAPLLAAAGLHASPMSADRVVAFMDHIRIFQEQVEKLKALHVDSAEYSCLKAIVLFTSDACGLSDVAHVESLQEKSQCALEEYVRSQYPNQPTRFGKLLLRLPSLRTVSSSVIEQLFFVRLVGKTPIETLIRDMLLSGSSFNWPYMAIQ
NOD2 RIPK2 PPI: blocks binding of human NOD2 to RIPK2; O43353; CHO BLA complementation NOD2-RIPK2, CCF4 ratio; inhibition, % at 4.98 µM; 0.38% of 360,000 active; AID 624267; in the data active means inhibition above about 21%;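 further: 0% = vehicle only and 100% = reference blocker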
Target sequence (O43353 whole entry, looked up): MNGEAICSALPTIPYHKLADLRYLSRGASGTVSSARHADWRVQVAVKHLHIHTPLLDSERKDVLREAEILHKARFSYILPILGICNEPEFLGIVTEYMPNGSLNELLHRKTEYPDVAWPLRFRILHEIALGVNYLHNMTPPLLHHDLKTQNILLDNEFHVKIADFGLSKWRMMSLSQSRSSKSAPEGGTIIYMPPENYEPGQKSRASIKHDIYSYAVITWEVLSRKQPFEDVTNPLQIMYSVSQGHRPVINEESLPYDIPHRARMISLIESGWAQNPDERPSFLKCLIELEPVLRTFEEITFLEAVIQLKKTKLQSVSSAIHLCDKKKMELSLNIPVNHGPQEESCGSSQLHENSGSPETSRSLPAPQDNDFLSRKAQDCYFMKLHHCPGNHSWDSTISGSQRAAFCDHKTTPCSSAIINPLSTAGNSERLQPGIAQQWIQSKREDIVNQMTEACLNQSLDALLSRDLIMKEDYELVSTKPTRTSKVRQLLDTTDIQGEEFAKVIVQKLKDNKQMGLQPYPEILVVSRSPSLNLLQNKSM
* = called active by the depositor; x = not tested or not shown. Only part of the results is shown (hit frequency here may not be typical).

SMILES	EBV LMP1 NFkB	TLR9-MyD88 inh	LRH-1 inv ag	TROY NFkB inh	SRC1 inh	SRC2 inh	NCOA3 inh	TRAIL sens C8	TWEAK Fn14 block	NR2F2 inh	NOD2 RIPK2 PPI
COC(=O)C1=C(N)Oc2cc(C)n(CC3CCCO3)c(=O)c2C1c1ccccc1 (centres undefined)	3	7	-15	7	4	-21	3	-11	10	1	-3
CC(C)Oc1ccc(S(=O)(=O)N2CCOCC2)cc1NC(=O)CN1C(=O)c2ccccc2C1=O	-1	2	-17	9	-8	-12	11	6	-18	-3	-2
O=S(=O)(c1ccc(C(F)(F)F)cc1)N1CCCN(c2ccc(C(F)(F)F)cn2)CC1	-3	x	3	11	0	1	6	-3	1	-15	-9
Cc1cccc(N(CC(=O)N/N=C/c2ccc(C(=O)O)cc2)S(=O)(=O)c2ccccc2)c1C	x	x	-3	-11	-5	-33	-2	-6	-7	17	-8
Cc1ccccc1CNC(=O)c1ccc2nc([C@@H]3O[C@H](CO)[C@H](O)[C@H](O)[C@H]3O)[nH]c2c1	x	x	7	-9	-5	10	-16	-3	9	-14	-3
Cc1ccc(NC(=O)c2cccc(Cl)c2)nc1	-3	-2	-38	-4	-29	-32	-21	7	-5	-16	0
C[C@@H]1C=C(C(=O)NCc2nc3ccccc3[nH]2)O[C@H](OCCCCO)C1	-2	-8	-18	10	0	-5	-1	-23	4	9	-4
COc1ccc(-c2nc3cc(C)c(Br)c(C)n3c2Cc2cccc(F)c2)cc1OC	x	x	-9	6	7	-1	3	-2	-22	-22	-4
COc1ccc(NC(=O)c2cccc(N3C(=O)C4CCC(C)CC4C3=O)c2)c(OC)c1 (centres undefined)	-3	-3	4	12	-2	3	9	2	-7	2	-10
N#C/C(=C\c1cn(Cc2ccc(C#N)cc2)c2ccccc12)C(=O)NCc1cccs1	-2	-3	-2	-9	-19	-15	11	0	-86	7	6
COc1ccc(-c2[nH]ncc2CN(C)CCN2CCOCC2)cc1F	4	-8	-11	4	5	-11	3	-6	12	-17	-5
Cc1cccn2c(CNCCCn3ncc4ccccc43)c(C(=O)N3CCCCC3)nc12	0	-7	15	11	-18	-19	11	0	-5	9	-10
CC(OC(=O)C1CC(O)CN1S(=O)(=O)c1ccccc1[N+](=O)[O-])C(=O)N1CCCCC1 (centres undefined)	4	2	1	10	-27	5	-9	-10	21	10	20
Cc1nc(N)sc1-c1csc(Nc2cccc(O)c2)n1	-6	10	6	2	-3	-9	4	-10	29	19	-13
c1ccc(Oc2cc(-c3ccccc3)ncn2)cc1	-13	-6	-99	-53	-70	-13	-52	-7	-6	-57	0
Cc1cc(C)n(CCSCC(=O)O)n1	1	4	3	5	-16	4	0	8	1	2	-1
CCCCC(=O)NC(c1ccc(OC)cc1)c1ccc2cccnc2c1O (centres undefined)	65*	10	103*	0	14	5	36	3	0	12	-1
O=c1cc(NCc2ccccc2)nc2n1CCCS2	3	-3	8	11	-2	1	12	-5	-25	10	4
CCOC(=O)c1cc2sc(C)cc2n1CC(=O)N1CCN(C(=O)c2ccco2)CC1	2	-5	-18	3	-6	-8	-2	-1	-4	11	-12
CC(C)c1ccccc1NC(=S)NC1CCCCC1	-8	-2	-4	8	21	29	10	-6	15	0	-2
CC1=C(C(=O)Nc2ccc(C)cc2C)C(c2ccc(C)o2)NC(=S)N1 (centres undefined)	3	2	-8	-1	-26	2	-8	-8	25	-1	-4
O=C1OCCN1C(=O)[C@H]1[C@H](c2ccc(F)cc2)C(c2ccccc2)=NN1c1ccccc1	1	-6	9	8	5	2	-4	-18	16	0	3
O=C(O)c1ccc(NS(=O)(=O)c2cccc(C(=O)Nc3ccccc3[N+](=O)[O-])c2)cc1	x	4	2	0	5	6	15	1	-18	4	-5
CCOc1ccc2oc(C(=O)NC3CCN(Cc4ccccc4)CC3)c(C)c2c1	13	3	2	22	12	-5	10	7	3	4	-7
Cc1nn(-c2ccccc2)c(C)c1[N+](=O)[O-]	0	0	3	2	-5	19	8	-4	0	9	-3
SMILES	EBV LMP1 NFkB	TLR9-MyD88 inh	LRH-1 inv ag	TROY NFkB inh	SRC1 inh	SRC2 inh	NCOA3 inh	TRAIL sens C8	TWEAK Fn14 block	NR2F2 inh	NOD2 RIPK2 PPI
COc1ccc(C(=O)O)cc1S(=O)(=O)NCc1cccnc1	-3	1	-16	-5	3	6	-5	7	17	4	-6
COCCn1c(C)cc2c(c1=O)C(c1ccco1)C(C#N)=C(N)O2 (centres undefined)	5	1	-2	-25	6	-8	-3	-2	3	-2	0
Cc1cc(C)c(S(=O)(=O)N2CCCC2=O)c(C)c1N(C)S(C)(=O)=O	-1	1	6	11	27	-2	9	10	6	-13	8
O=C(Nc1ccon1)Nc1ccc(F)cc1F	2	-7	-9	-1	3	14	13	10	1	9	-5
CC1(c2nnnn2-c2ccc3c(c2)OCCO3)CCC(=O)N1CCc1ccc(O)cc1 (centres undefined)	x	x	-3	-8	x	-15	x	-3	10	8	-11
CCOC(=O)N1CCN(C(=O)CCC2CCCC2)CC1	-2	-2	-6	19	2	-10	-5	3	-11	5	0
S=C(NCCNC(=S)Nc1ccccc1)Nc1ccccc1	2	-9	7	12	-2	18	-10	-15	-7	3	-6
O=C(COC(=O)Cn1nnc2ccccc21)NC1CCCC1	-1	-2	2	10	-6	6	4	13	-1	0	-6
CN(C)c1ccc(C=NC(CO)C(O)c2ccc([N+](=O)[O-])cc2)cc1 (centres undefined)	6	12	3	3	3	-14	18	-6	21	2	-8
CCCc1cc(=O)[nH]c(SCc2nc3ccccc3s2)n1	-12	-7	-3	5	3	-19	9	-8	0	11	-3
Cc1ccc(OCc2cc(C(=O)N(CCO)Cc3cccs3)no2)cc1C	-21	0	-76	-33	-69	-20	-77	16	-15	-38	-1
CCOc1ccccc1NC(=O)C(OC(=O)c1cnc(C)cn1)c1ccccc1 (centres undefined)	0	2	-33	7	6	1	8	-19	4	-18	10
O=C(CNC(=S)N(Cc1ccccc1)Cc1cccnc1)N1CCOCC1	-3	-15	25	26	-14	0	12	1	-7	4	3
COc1ccc(C(=O)c2cc([N+](=O)[O-])ccc2N2CCN(C)CC2)cc1	-3	-5	15	9	-6	13	11	-17	19	3	-4
CC1CC(C)CN(S(=O)(=O)c2ccc(C(=O)N3CCOCC3)cc2)C1 (centres undefined)	4	11	1	0	1	5	8	0	0	0	-10
O=C(Nc1nc(-c2ccc(S(=O)(=O)N3CCCC3)cc2)cs1)c1cccs1	11	-11	-4	53*	9	15	-58	30	55*	55*	-9
CC(=O)c1sc(-c2ccccc2)cc1NS(=O)(=O)c1ccccc1	3	x	-5	6	-22	-17	-1	5	3	-3	-12
O=C1/C(=C\c2ccc(O)cc2)SC(=S)N1c1cccnc1	-6	7	-7	-21	8	8	2	-2	-6	-7	0
O=C(NCc1cccc(C(F)(F)F)c1)C1CCCN(c2ncccn2)C1 (centres undefined)	-3	11	7	5	-27	-15	-6	-17	0	17	-3
Cc1nc2c(=O)[nH]n(C)c2nc1C	8	4	7	8	-2	9	12	-6	-5	-11	-1
CC(C)(C)OC(=O)NCCc1nc(NC(=O)OCc2ccccc2)sc1C(=O)O	x	x	-25	x	x	-42	x	-17	x	-12	-9
COCCNC(=O)CN1N=C(c2ccc(C)cc2)CCC1=O	5	-1	-28	18	-3	-35	1	-24	4	12	5
Cc1ccc(S(=O)(=O)N2CCC3CC2c2cc(Cl)ccc23)cc1 (centres undefined)	7	0	15	-5	6	1	-9	12	-25	-7	-15
CC(=O)O/C(=C\c1cn(C(C)=O)c2ccccc12)C(=O)O	-3	1	-8	4	12	6	9	-24	24	-6	-12
CC(C)C(NC(=O)c1ccco1)C(=O)NC1CCCCCC1 (centres undefined)	-1	-4	-11	17	-7	-16	12	25	17	11	-7
SMILES	EBV LMP1 NFkB	TLR9-MyD88 inh	LRH-1 inv ag	TROY NFkB inh	SRC1 inh	SRC2 inh	NCOA3 inh	TRAIL sens C8	TWEAK Fn14 block	NR2F2 inh	NOD2 RIPK2 PPI
Cc1ccc(NC(=O)Cn2nc(-c3ccccc3)nc2-c2ccccc2)c(C)c1	-6	5	-7	-5	21	-17	23	0	-3	4	0
Cc1ccc(S(=O)(=O)N2CCOCC2)cc1C(=O)OCC(=O)NCc1ccccc1	-3	1	2	-8	0	4	-7	2	-11	-19	-4
CCN1C(=O)/C(=C2/C(=O)N3c4c(cc(OC(C)=O)cc42)C(C)=CC3(C)C)SC1=S	-3	0	-12	-2	-6	-15	15	13	-14	4	-2
O=C(NCCc1ccccc1F)c1[nH]c(C(F)(F)F)nc1-c1ccccc1	x	x	-7	11	0	9	-5	-16	1	-25	4
CCN(CC)C(=O)CSc1nnc2nnc3cc(OC)ccc3n12	x	x	4	-20	-2	-9	-3	22	2	14	-2
Cc1cc(NC(=O)COC(=O)c2cccc(S(=O)(=O)N(C)C3CCCCC3)c2)no1	-5	-1	-18	-9	1	11	12	0	-46	12	-1
Cc1ccc(S(=O)(=O)NCCSc2nnnn2C)cc1	-1	-14	2	8	11	8	18	-7	1	0	0
c1ccc(-c2nc(N3CCOCC3)c3ccccc3n2)nc1	3	1	35	2	-3	-8	-21	-15	3	-6	-7
CC(C)(C)CC(=O)NCCCN1CCOCC1	-5	3	-18	-13	1	8	14	-4	1	8	4
CNS(=O)(=O)c1cn(CC(=O)NCc2ccccc2OC)cc1S(=O)(=O)NC	0	7	13	-4	-11	-22	-1	-17	-3	4	-3
CCOc1ccc(-n2ccn(CC(=O)NCCc3ccccc3)c(=O)c2=O)cc1	-3	-1	-15	-1	1	-17	-11	14	7	13	-9
CSc1nnc(C)c(=O)n1COC(=O)c1ccc([N+](=O)[O-])cc1	-6	9	-4	20	5	5	19	-17	8	12	-5
COCCn1c(=S)[nH]c2ncccc2c1=O	-7	4	-7	1	4	-11	-1	-14	2	-6	-8
COc1ccc(NC(=O)C2=NN(C3CCS(=O)(=O)C3)C(=O)CC2)cn1 (centres undefined)	-10	3	1	5	7	-13	9	6	-15	0	8
O=c1[nH]c(CN2CCN(c3ccccc3)CC2)nc2scc(-c3ccccc3)c12	11	12	11	17	10	-46	-4	30	-58	14	-1
COc1cc(C=C(c2nc3ccccc3s2)c2nc3ccccc3s2)cc(OC)c1O	-4	1	-8	5	7	-2	-5	-9	12	-5	8
CC(NCC(O)COC1CCC(C(C)(C)C)CC1)c1ccccc1 (centres undefined)	-13	8	6	2	-22	-2	17	4	15	6	0
O=C(CSCC(=O)Nc1cccc2ccccc12)Nc1cccc2ccccc12	4	4	4	48	-7	15	-6	6	11	10	5
Cc1c(N(C(=O)Nc2ccccc2)C2=NCC(C)S2)c(=O)n(-c2ccccc2)n1C (centres undefined)	-2	-3	-44	-1	-23	-1	-3	-11	16	-7	-5
CN(Cc1ccccc1C#N)S(=O)(=O)c1cccs1	4	-6	-33	-2	-27	1	-4	-5	5	6	-5

Source: PubChem (several laboratories)
